# GLD-1 TGE inh – GLD-1/TGE RNA complex disruptors, primary screen, biochemical, fluorescence polarization | purified GLD-1 + fluorescein TGE RNA | hit rate 0.44% among 320,000 | inhibition, % at 5.96 µM;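 active = percent inhibition above a per-plate cutoff, the plate mean of test compounds plus 3 SD, cut at about 30% in these data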;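 note: 0% = DMSO wells with GLD-1 and probe and 100% = wells lacking GLD-1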
# Target sequence (Q17339 whole entry, looked up): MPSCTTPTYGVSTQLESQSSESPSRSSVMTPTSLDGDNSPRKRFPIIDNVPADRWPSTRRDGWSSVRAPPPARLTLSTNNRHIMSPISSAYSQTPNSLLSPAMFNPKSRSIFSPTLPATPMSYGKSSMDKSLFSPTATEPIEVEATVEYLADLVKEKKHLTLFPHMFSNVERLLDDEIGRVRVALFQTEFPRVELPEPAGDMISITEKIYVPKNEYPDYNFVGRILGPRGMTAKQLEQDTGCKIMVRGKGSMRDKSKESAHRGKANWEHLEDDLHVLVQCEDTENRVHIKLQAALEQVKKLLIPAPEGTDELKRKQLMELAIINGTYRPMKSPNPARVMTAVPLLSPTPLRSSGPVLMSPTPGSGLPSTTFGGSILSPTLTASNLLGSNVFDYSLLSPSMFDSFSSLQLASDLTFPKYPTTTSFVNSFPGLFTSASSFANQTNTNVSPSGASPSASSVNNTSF
# CR mimetic SO – reduction of superoxide in aged yeast, primary screen, HTS | S. cerevisiae aged cells, superoxide DHE fluorescence; active compounds read low | superoxide response (% of plate mean), % at 10 µM | hit rate 0.18% among 330,000;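 active = superoxide response under a set limit, about three screen SD below normal, cut at about 65% in these data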;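 note: yeast aged for seven days with compound at 30 °C before DHE staining; 100% = average MFI of all compound-treated wells on the plate with controls excluded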
# Bcl-xL primary – inhibitors of human Bcl-xL, primary screen, biochemical, fluorescence polarization, HTS. GST-Bcl-xL / FITC-Bim BH3 peptide fluorescence polarization. inhibition, % at 10.9 µM. hit rate 0.7% among 320,000;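 active = inhibition above the mean of all tested compounds plus 3 SD, cutoff set per campaign, cut at about 30% in these data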;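 note: 0% = DMSO wells and 100% = unlabeled Bim-BH3 peptide competitor; inhibitors lower millipolarization by displacing the labeled peptide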
# EBNA-1 inhibitor – EBNA-1 DNA-binding inhibitors, primary screen, biochemical, fluorescence polarization | inhibition, % at 14.8 µM | hit rate 0.34% among 300,000; in the data active = inhibition above about 28%
# Fam108B counter – mouse Fam108B serine hydrolase inhibitors, primary screen, counter-screen for RBBP9 inhibitor project, biochemical, fluorescence polarization | recombinant Fam108B, FP-Rh probe fluorescence polarization | hit rate 0.33% among 300,000 | inhibition, % at 9.51 µM | AID 1947, 2009;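 active = inhibition above the screen mean inhibition plus 3 SD, computed separately per campaign, cut at about 18% in these data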;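 note: inhibitors lower polarization as less probe binds the enzyme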
# MCL1-BIM inh – inhibitors of MCL1 binding to BIM-BH3, primary screen, biochemical, fluorescence polarization | Induced myeloid leukemia cell differentiation protein Mcl-1 (Homo sapiens), Q07820 | GST-MCL1 / FITC-Bim-BH3 fluorescence polarization | hit rate 0.68% among 320,000 | inhibition, % at 10.9 µM;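 active = inhibition above the mean inhibition of all tested compounds plus 3 SD, set per campaign, cut at about 40% in these data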;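 note: 0% = DMSO wells and 100% = unlabeled Bim-BH3 peptide control; higher means more loss of mP so more displacement of Bim peptide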
# ZTA DNA inh – ZTA (EBV) inhibition in EBNA-1 counter-screen. P03206. ZTA-DNA binding, fluorescence polarization. inhibition, % at 11 µM. hit rate 0.15% among 320,000. AID 2234; in the data active = inhibition above about 33%
# Efflux pump inh – inhibitors of Candida efflux pumps in yeast, primary screen, S. cerevisiae, Nile Red, multiplex | S. cerevisiae Candida pump triplex | inhibition, % at 10 µM | hit rate 0.44% among 330,000;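 active = plate passing quality check with inhibition over a set limit, or well fluorescence over plate mean plus 4 SD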;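 note: Nile Red retained in pooled yeast measured as flow cytometry median fluorescence; 0% = buffer negative control and 100% = Enniatin B positive control; higher means more Nile Red kept so more efflux inhibition; some compounds called inactive have numbers as strong as hits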
# MEX-5 binding – MEX-5 zinc finger RNA-binding disruptors – biochemical, C. elegans, fluorescence polarization, MLPCN library, primary screen | Zinc finger protein mex-5 (Caenorhabditis elegans), Q9XUB2 | MEX-5/FITC-TCR2 RNA binding; active compounds read low | activity score (negative = inhibition of binding), % at 10 µM | hit rate 0.38% among 300,000 | AID 1832, 2009;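 active = inhibition past about -25% in most replicates, and total fluorescence under double the plate's negative control median, limit read from the data; inconclusive = replicates evenly split on the limit, or fluorescence at least double controls; inactive = too little inhibition in most replicates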;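 note: 0% = DMSO and -100% = 5 µM competing unlabeled TCR2 RNA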
# Target sequence (Q9XUB2 whole entry, looked up): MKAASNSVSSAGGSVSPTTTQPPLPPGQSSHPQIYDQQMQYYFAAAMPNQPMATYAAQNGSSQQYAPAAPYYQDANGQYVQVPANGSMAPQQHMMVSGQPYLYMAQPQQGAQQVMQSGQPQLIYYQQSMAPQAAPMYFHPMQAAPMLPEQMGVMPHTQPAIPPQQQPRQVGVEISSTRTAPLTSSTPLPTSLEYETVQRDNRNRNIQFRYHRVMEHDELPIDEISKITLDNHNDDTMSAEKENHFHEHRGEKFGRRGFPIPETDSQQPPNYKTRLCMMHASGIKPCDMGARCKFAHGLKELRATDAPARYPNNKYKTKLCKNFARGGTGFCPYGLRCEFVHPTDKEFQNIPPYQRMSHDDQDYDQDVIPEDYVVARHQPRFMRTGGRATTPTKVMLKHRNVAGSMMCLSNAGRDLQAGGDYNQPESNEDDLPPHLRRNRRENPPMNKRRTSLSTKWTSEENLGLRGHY
# An asterisk follows results filed as active; ? = inconclusive; . = no result given.
(1) COC(=O)C1=C(C)N(c2ccc(C)cc2)/C(=C/c2ccc(O)cc2)C1=O
(2) CC1(C)NC(C)(C)C(O)(C(N)=O)C1=O (stereo not given)
(3) Cc1ccc2nc(N3CCN(c4cccc(C)c4C)CC3)c3nnnn3c2c1
(4) Cc1ccccc1NS(=O)(=O)c1nnc(NC(=O)C(C)C)s1
(5) CCCNC(=O)NC(=O)CSc1nc2ccccc2n1CC(C)C
(6) C=CCSc1nc(N)c(NC(=O)c2ccco2)c(=O)[nH]1

compound no. | 1 | 2 | 3 | 4 | 5 | 6
GLD-1 TGE inh | -15.1 | 4.1 | -2.8 | 1.4 | 4.4 | -1.8
CR mimetic SO | 95.8 | 98.5 | 94.4 | 101.4 | 96.5 | 103.3
Bcl-xL primary | 3.4 | 5.3 | 5.9 | 4.5 | 0.3 | 4.1
EBNA-1 inhibitor | -11.4 | 4.9 | 1.9 | -13.6 | 12.0 | -0.7
Fam108B counter | 2.6 | 1.1 | 5.4 | 2.4 | 0.0 | 7.1
MCL1-BIM inh | 4.2 | 6.0 | 14.6 | 3.5 | 7.3 | 5.6
ZTA DNA inh | -25.7 | 0.0 | 3.4 | 12.1 | -2.6 | 6.4
Efflux pump inh | -0.1 | -0.1 | 0.1 | 4.1 | 0.0 | 0.0
MEX-5 binding | 0.9 | -0.1 | 6.5 | 0.8 | 1.4 | .

(7) COc1ccc(-c2c(C)nc3c(-c4ccsc4)cnn3c2N)cc1
(8) Cn1c(=O)c2c(-c3ccc(OC(F)F)cc3)cc(-c3ccccc3)nc2n(C)c1=O
(9) COC(=O)c1[nH]c2cc(OC)c(OC)cc2c1/C=N/Nc1ccccc1
(10) CCCCn1c(Nc2ccccc2)nc2ccccc21
(11) O=C(NCc1ccc2c(c1)OCO2)C(=O)NCC(c1ccco1)N1CCN(c2ccccc2)CC1 (stereo not given)
(12) CCOc1ccc(S(=O)(=O)Nc2cccc(-c3ccc(N4CCCCCC4)nn3)c2)cc1

compound no. | 7 | 8 | 9 | 10 | 11 | 12
GLD-1 TGE inh | -0.9 | 4.0 | -2.4 | 2.3 | -0.7 | 6.8
CR mimetic SO | 91.7 | 92.1 | 86.2 | 81.9 | 83.1 | 122.8
Bcl-xL primary | 3.4 | 3.1 | 3.8 | 3.3 | -0.1 | 5.3
EBNA-1 inhibitor | -10.6 | 11.9 | 9.0 | -0.2 | 1.0 | -4.0
Fam108B counter | 0.7 | 0.4 | 10.3 | 0.8 | 4.0 | -14.5
MCL1-BIM inh | 2.8 | 4.2 | -11.4 | 1.4 | 1.6 | 5.4
ZTA DNA inh | -3.5 | 19.5 | -13.5 | 10.9 | 8.2 | 2.6
Efflux pump inh | -0.1 | -0.1 | -0.3 | -0.1 | 0.0 | 0.0
MEX-5 binding | -0.4 | 3.1 | ? | 0.4 | 1.9 | 4.1

(13) CCNC(=S)N/N=C/c1ccc(C(=O)O)cc1
(14) Cc1ncoc1C(=O)Nc1nccs1
(15) O=C(N/N=C/c1ccc([N+](=O)[O-])o1)c1ccccc1-n1cccc1
(16) CC(=O)Oc1ccc(-c2csnn2)cc1
(17) O=C(Nc1ccccc1)C1=C[C@@H](C2CCCCC2)C[C@@H](OCCCCO)O1
(18) CCN(CC)CCN(C(=O)c1ccc2c(c1)OCCO2)c1nc2ccc(C)cc2s1

compound no. | 13 | 14 | 15 | 16 | 17 | 18
GLD-1 TGE inh | 0.7 | 0.5 | 4.0 | 5.5 | 2.4 | 1.3
CR mimetic SO | 113.5 | 77.0 | 95.9 | 92.1 | 105.9 | 107.7
Bcl-xL primary | 4.1 | 4.6 | 2.7 | 4.2 | 2.5 | 6.2
EBNA-1 inhibitor | -9.9 | -1.6 | 9.7 | 5.7 | 1.1 | -9.5
Fam108B counter | -6.1 | -0.4 | -0.6 | 6.5 | -1.0 | 0.5
MCL1-BIM inh | -2.2 | 7.9 | 4.2 | -0.9 | 7.1 | 2.5
ZTA DNA inh | 10.2 | -3.6 | 9.1 | -13.2 | -8.4 | -6.6
Efflux pump inh | 0.1 | 0.1 | -0.1 | -0.2 | -0.1 | 0.0
MEX-5 binding | -0.1 | 2.0 | -0.7 | 0.3 | 0.5 | 3.8

(19) COc1cc(-c2[nH]ncc2CN2CCc3sccc3C2)cc(OC)c1OC
(20) COCC1CCN(Cc2nc(-c3ccc(OC)cc3)no2)CC1
(21) COc1cccc(C2C(C(=O)c3cc4ccccc4o3)=C(O)C(=O)N2CCN2CCOCC2)c1 (stereo not given)
(22) O=c1cc(N2CCN(Cc3ccccc3)CC2)[nH]c(=O)n1-c1ccc(Br)cc1
(23) O=C(O)CCCn1cc(NC(=O)c2sc3ccccc3c2Cl)cn1
(24) CCOc1ccccc1CN1C(=O)c2ccccc2C1C(=O)NCC1CCCO1 (stereo not given)

compound no. | 19 | 20 | 21 | 22 | 23 | 24
GLD-1 TGE inh | 10.4 | 4.0 | 0.0 | 3.4 | 0.3 | 6.1
CR mimetic SO | 97.7 | 93.0 | 113.6 | 90.5 | 123.6 | 100.2
Bcl-xL primary | 11.7 | 1.8 | -3.0 | 0.5 | 5.5 | 1.1
EBNA-1 inhibitor | -2.6 | 9.7 | -11.7 | -6.9 | -6.3 | -3.4
Fam108B counter | -3.9 | 1.5 | 4.2 | -1.9 | -2.4 | -3.9
MCL1-BIM inh | 11.0 | -1.5 | -6.4 | -4.3 | 4.4 | -0.8
ZTA DNA inh | -8.7 | -20.6 | -7.2 | -16.7 | 0.5 | -15.2
Efflux pump inh | 0.2 | 0.0 | 0.1 | -0.1 | -0.1 | 0.0
MEX-5 binding | -2.0 | 2.1 | 1.7 | -0.3 | 0.0 | 0.4

(25) Cc1cccc(C(=O)NCC(=O)OCCOc2ccccc2Cl)c1
(26) CCC(C)n1c(-c2cccc(S(=O)(=O)N(CC)CC)c2)n[nH]c1=S (stereo not given)
(27) CC(NC(=O)CN1CCN(S(=O)(=O)c2ccc(Br)cc2)CC1)c1ccccc1 (stereo not given)
(28) CCOc1cc(C)c(S(=O)(=O)Nc2ccc3cn[nH]c3c2)cc1C
(29) CSc1ccccc1NC(=O)CCn1c(=O)sc2ccccc21

compound no. | 25 | 26 | 27 | 28 | 29
GLD-1 TGE inh | 2.0 | 6.2 | -1.2 | -1.1 | -1.7
CR mimetic SO | 93.0 | 110.3 | 105.7 | 92.3 | 104.2
Bcl-xL primary | -3.0 | -0.4 | 4.5 | -0.1 | 2.2
EBNA-1 inhibitor | 2.4 | -2.5 | 5.6 | -5.8 | -2.5
Fam108B counter | 0.0 | 2.0 | -0.9 | -2.4 | -2.3
MCL1-BIM inh | -13.7 | -0.8 | 3.0 | -0.5 | 8.3
ZTA DNA inh | -12.8 | -11.0 | -3.3 | -5.1 | 10.0
Efflux pump inh | -0.2 | -0.1 | 0.0 | 0.2 | 0.0
MEX-5 binding | 2.4 | 1.3 | 0.9 | 0.1 | -5.2

# Quoted from the listing (13 entries):
(14) Cc1ncoc1C(=O)Nc1nccs1
(15) O=C(N/N=C/c1ccc([N+](=O)[O-])o1)c1ccccc1-n1cccc1
(16) CC(=O)Oc1ccc(-c2csnn2)cc1
(17) O=C(Nc1ccccc1)C1=C[C@@H](C2CCCCC2)C[C@@H](OCCCCO)O1
(18) CCN(CC)CCN(C(=O)c1ccc2c(c1)OCCO2)c1nc2ccc(C)cc2s1
(19) COc1cc(-c2[nH]ncc2CN2CCc3sccc3C2)cc(OC)c1OC
(20) COCC1CCN(Cc2nc(-c3ccc(OC)cc3)no2)CC1
(21) COc1cccc(C2C(C(=O)c3cc4ccccc4o3)=C(O)C(=O)N2CCN2CCOCC2)c1 (stereo not given)

compound no. | 14 | 15 | 16 | 17 | 18 | 19 | 20 | 21
GLD-1 TGE inh | 0.5 | 4.0 | 5.5 | 2.4 | 1.3 | 10.4 | 4.0 | 0.0
CR mimetic SO | 77.0 | 95.9 | 92.1 | 105.9 | 107.7 | 97.7 | 93.0 | 113.6
Bcl-xL primary | 4.6 | 2.7 | 4.2 | 2.5 | 6.2 | 11.7 | 1.8 | -3.0
EBNA-1 inhibitor | -1.6 | 9.7 | 5.7 | 1.1 | -9.5 | -2.6 | 9.7 | -11.7
Fam108B counter | -0.4 | -0.6 | 6.5 | -1.0 | 0.5 | -3.9 | 1.5 | 4.2
MCL1-BIM inh | 7.9 | 4.2 | -0.9 | 7.1 | 2.5 | 11.0 | -1.5 | -6.4
ZTA DNA inh | -3.6 | 9.1 | -13.2 | -8.4 | -6.6 | -8.7 | -20.6 | -7.2
Efflux pump inh | 0.1 | -0.1 | -0.2 | -0.1 | 0.0 | 0.2 | 0.0 | 0.1
MEX-5 binding | 2.0 | -0.7 | 0.3 | 0.5 | 3.8 | -2.0 | 2.1 | 1.7

(22) O=c1cc(N2CCN(Cc3ccccc3)CC2)[nH]c(=O)n1-c1ccc(Br)cc1
(23) O=C(O)CCCn1cc(NC(=O)c2sc3ccccc3c2Cl)cn1
(24) CCOc1ccccc1CN1C(=O)c2ccccc2C1C(=O)NCC1CCCO1 (stereo not given)
(25) Cc1cccc(C(=O)NCC(=O)OCCOc2ccccc2Cl)c1
(26) CCC(C)n1c(-c2cccc(S(=O)(=O)N(CC)CC)c2)n[nH]c1=S (stereo not given)

compound no. | 22 | 23 | 24 | 25 | 26
GLD-1 TGE inh | 3.4 | 0.3 | 6.1 | 2.0 | 6.2
CR mimetic SO | 90.5 | 123.6 | 100.2 | 93.0 | 110.3
Bcl-xL primary | 0.5 | 5.5 | 1.1 | -3.0 | -0.4
EBNA-1 inhibitor | -6.9 | -6.3 | -3.4 | 2.4 | -2.5
Fam108B counter | -1.9 | -2.4 | -3.9 | 0.0 | 2.0
MCL1-BIM inh | -4.3 | 4.4 | -0.8 | -13.7 | -0.8
ZTA DNA inh | -16.7 | 0.5 | -15.2 | -12.8 | -11.0
Efflux pump inh | -0.1 | -0.1 | 0.0 | -0.2 | -0.1
MEX-5 binding | -0.3 | 0.0 | 0.4 | 2.4 | 1.3
